PGE2 EP2 inh: human EP2 receptor antagonists, primary screen, TR-FRET cAMP, C6 glioma cells; Prostaglandin E2 receptor EP2 subtype (Homo sapiens), P43116; C6 glioma cells expressing human EP2; cells stimulated with saturating PGE2; inhibition, % at 25 µM; actives 0.52% (n = 260,000);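 active = percent inhibition above 40 after rounding to a whole number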;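 also: rat C6 glioma host cells with rolipram phosphodiesterase inhibitor present; the protocol text gives 20 µM as final concentration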
Target sequence (P43116 whole entry, looked up): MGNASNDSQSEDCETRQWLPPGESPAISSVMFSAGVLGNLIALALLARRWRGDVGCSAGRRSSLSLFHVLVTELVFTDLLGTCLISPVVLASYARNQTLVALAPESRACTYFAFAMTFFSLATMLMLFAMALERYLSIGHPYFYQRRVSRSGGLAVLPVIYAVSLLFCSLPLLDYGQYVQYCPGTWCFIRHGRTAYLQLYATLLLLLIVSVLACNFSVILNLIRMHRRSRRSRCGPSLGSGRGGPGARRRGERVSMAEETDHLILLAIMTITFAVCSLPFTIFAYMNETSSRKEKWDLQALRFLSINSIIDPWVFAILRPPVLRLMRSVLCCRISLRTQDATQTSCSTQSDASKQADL
CHOP inhibitor: inhibitors of CHOP promoter induction, primary screen, cell-based, unfolded protein response, luciferase reporter; inhibition, % at 10 µM; actives 3.8% (n = 220,000); CHO-K1 CHOP-promoter luciferase, tunicamycin-induced, 15-18 h;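 active = compounds that reduced the stress-induced luciferase reporter signal by more than about 70% of percent inhibition, limit read from the data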;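 also: 0% = tunicamycin plus vehicle and 100% = wells without tunicamycin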
PPC-1+TRAIL kill: compounds killing PPC-1 cancer cells with TRAIL present, primary screen, TRAIL potentiator project, ATPLite luminescence, uHTS. AID 1443, 2008. cell killing (% activity), % at 4 µM. PPC-1 cells + TRAIL, ATPLite viability luminescence. actives 0.41% (n = 220,000);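 active = cell killing above 50% in the first pass at 4 µM, then a duplicate retest at 5 µM averaging 50% or more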;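 also: plate controls were cells with TRAIL plus DMSO for no effect and medium-only wells lacking cells for full effect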
Wee1 degr inh: Wee1 degradation inhibitors, primary screen, cell-based, HeLa, Wee1K328M-luciferase, luminescence; Wee1-like protein kinase (Homo sapiens), P30291; reporter increase, % at 5 µM; AID 1321, 2008; actives 1.2% (n = 220,000); HeLa Luc-Wee1K328M stability; 100% = proteasome inhibitor MG132 effect;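 active = activation above the mean of all tested compounds plus 3 SD, set per screening run, cut at about 8.8% in these data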;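 also: cells exposed to compound for 20 h before luminescence read; 0% = DMSO alone and 100% = MG132 at 30 µM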
Tb hexokinase: Trypanosoma brucei hexokinase 1 inhibitors, primary screen, biochemical, G6PDH-coupled NADH absorbance, MLSCN library; AID 1430, 2008; inhibition, % at 10 µM; hexokinase 1 [Trypanosoma brucei]; recombinant TbHK1, G6PDH-coupled NADH A340; actives 0.11% (n = 220,000);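 active = inhibition of 50% or more in the single-dose primary screen; inactive = inhibition below 50%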
FXIa inh 1536: human FXIa protease inhibitors, primary screen, biochemical, 1536-well. Coagulation factor XI (Homo sapiens), P03951. purified FXIa, Boc-Glu-Ala-Arg-AMC fluorogenic substrate. inhibition, % at 5 µM. actives 0.14% (n = 220,000);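 active = inhibition of at least 40%; inactive = inhibition below 40%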;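 also: fluorescence of freed AMC excited at 355 nm; 0% = enzyme without compound and 100% = no enzyme blank; many of its hits are not listed in these tables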
Target sequence (P03951 19-387 limits assumed): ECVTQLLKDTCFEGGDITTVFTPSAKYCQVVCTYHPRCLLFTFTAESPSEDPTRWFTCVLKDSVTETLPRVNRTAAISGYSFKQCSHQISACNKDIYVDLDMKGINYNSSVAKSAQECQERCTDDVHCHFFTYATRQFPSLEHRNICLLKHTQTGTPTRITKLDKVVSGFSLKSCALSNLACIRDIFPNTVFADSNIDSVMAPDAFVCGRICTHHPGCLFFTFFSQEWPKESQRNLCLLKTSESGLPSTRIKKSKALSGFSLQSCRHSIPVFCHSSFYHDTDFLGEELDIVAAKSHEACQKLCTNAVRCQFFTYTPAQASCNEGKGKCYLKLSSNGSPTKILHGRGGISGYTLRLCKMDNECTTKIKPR
Target sequence (P03951 388-625 limits assumed): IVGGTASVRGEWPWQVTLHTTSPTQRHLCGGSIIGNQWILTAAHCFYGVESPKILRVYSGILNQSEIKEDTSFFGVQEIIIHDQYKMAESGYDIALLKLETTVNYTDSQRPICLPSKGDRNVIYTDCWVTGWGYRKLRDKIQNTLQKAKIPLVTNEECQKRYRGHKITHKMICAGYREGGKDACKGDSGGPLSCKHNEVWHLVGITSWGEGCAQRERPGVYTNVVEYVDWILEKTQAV
TNF death inh: inhibitors of TNF-alpha triggered necroptosis, primary screen, cell-based, Jurkat FADD-/-, single concentration; actives 0.068% (n = 220,000); Jurkat FADD-/- TNF necroptosis rescue, ATP luminescence, 24 h; 0 = TNF only, 100 = no-TNF cells; activation (protection from cell death), % at 10 µM;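 active = activation, meaning protection from cell death, of at least 50% relative to plate controls; inactive = activation below 50%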;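 also: necroptosis triggered by 40 ng/mL TNF-alpha added together with compound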
FXIIa inh: human FXIIa protease inhibitors, primary screen, biochemical, 1536-well; purified FXIIa, Boc-QGR-AMC fluorogenic substrate, 2 h; inhibition, % at 5 µM; actives 0.3% (n = 220,000); in the data active = inhibition above about 40%;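 also: 0% = enzyme with no compound and 100% = blank without enzyme; many of its hits are not listed in these tables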
zVAD death inh: inhibitors of zVAD-triggered necroptosis, primary screen, L929 cells; AID 1377, 2008; L929 zVAD necroptosis rescue, ATP luminescence, 24 h; with zVAD 60 µM; viability rescue, % at 10 µM; actives 0.38% (n = 220,000);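 active = activation, scaled between plate controls, above about 75%, limit read from the data; inactive = activation under that limit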;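 also: 0% = zVAD with DMSO and 100% = DMSO alone without zVAD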
Active calls of the source: *; & = joins results of further samples.

Screening CCOC(=O)Cn1c(=O)oc2cc(S(=O)(=O)N3CCn4c3nc3ccccc34)ccc21 returned PGE2 EP2 inh 8.8, CHOP inhibitor -12.8, PPC-1+TRAIL kill -3.0, Wee1 degr inh -1.4, Tb hexokinase -0.5, FXIa inh 1536 -3.4, TNF death inh -1.2, FXIIa inh 6.4 and zVAD death inh 0.0.
Screening CCNC(=O)CSc1nc(-c2ccc(F)cc2)cs1 returned PGE2 EP2 inh 8.1, CHOP inhibitor -15.8, PPC-1+TRAIL kill 6.1, Wee1 degr inh 4.7, Tb hexokinase 2.3, FXIa inh 1536 12.6, TNF death inh 19.3, FXIIa inh 4.3 and zVAD death inh 0.8.
`CCc1ccc(NC(=O)N(CCOC)C2CCN(C(C)=O)CC2)cc1` gave PGE2 EP2 inh 7.4, CHOP inhibitor 30.2, PPC-1+TRAIL kill 1.1, Wee1 degr inh -0.2, Tb hexokinase -18.8, FXIa inh 1536 8.4, TNF death inh 0.5, FXIIa inh 20.0 and zVAD death inh -0.4.
For COc1ccc(OCC(O)CN2CCN(c3ccccc3)CC2)cc1 (stereo not given) the results were PGE2 EP2 inh 4.2, CHOP inhibitor -9.5, PPC-1+TRAIL kill 11.0, Wee1 degr inh -5.0, Tb hexokinase 0.2, FXIa inh 1536 -1.7, TNF death inh 1.2, FXIIa inh 9.5 and zVAD death inh 0.3.
For COc1ccc(CCn2c3c(c(=O)[nH]c2=O)C(NC(=O)c2cccs2)(C(F)(F)F)C(=O)N3)cc1OC (stereo not given) the results were PGE2 EP2 inh 6.5, CHOP inhibitor 1.0, PPC-1+TRAIL kill 9.9, Wee1 degr inh -0.9, Tb hexokinase -7.5, FXIa inh 1536 -9.3, TNF death inh -0.2, FXIIa inh 1.4 and zVAD death inh 0.2.
`c1ccc(Nc2nc(-c3ccncc3)cs2)cc1` gave PGE2 EP2 inh 9.4, CHOP inhibitor 64.9, PPC-1+TRAIL kill 8.2, Wee1 degr inh 3.7, Tb hexokinase 4.6, FXIa inh 1536 3.1, TNF death inh -8.7, FXIIa inh 12.2 and zVAD death inh -0.7.
`CN1C(=O)/C(=C/c2ccc(O)c([N+](=O)[O-])c2)NC1=S` gave PGE2 EP2 inh 8.7, CHOP inhibitor 9.6, PPC-1+TRAIL kill 24.2, Wee1 degr inh 0.5, Tb hexokinase -3.3, FXIa inh 1536 4.1, TNF death inh -0.6, FXIIa inh 12.1 and zVAD death inh 13.5.
Screening Cc1ccc(CNC(=O)COC(=O)c2cc3c(s2)CCC(C)C3)cc1 (stereo not given) returned PGE2 EP2 inh 11.0, CHOP inhibitor 61.1, PPC-1+TRAIL kill -2.1, Wee1 degr inh 1.9, Tb hexokinase 3.7, FXIa inh 1536 6.2, TNF death inh 1.6, FXIIa inh 15.3 and zVAD death inh -0.5.
`Cc1cccc(Nc2nc(N)nc(CSc3nccc(C)n3)n2)c1` gave PGE2 EP2 inh 14.6, CHOP inhibitor 6.2, PPC-1+TRAIL kill -4.9, Wee1 degr inh -0.5, Tb hexokinase -4.4, FXIa inh 1536 2.0, TNF death inh -1.3, FXIIa inh 16.8 and zVAD death inh -0.7.
C=CCNc1sc(C(=O)C(C)(C)C)c(N)c1C#N was read as PGE2 EP2 inh 7.7, CHOP inhibitor 33.8, PPC-1+TRAIL kill 14.1, Wee1 degr inh 0.6, Tb hexokinase -33.7, FXIa inh 1536 6.5, TNF death inh -1.3, FXIIa inh 0.9 and zVAD death inh 0.1.
For CCCCN1CN(S(=O)(=O)c2cccs2)c2nc3ccccc3nc21 the results were PGE2 EP2 inh 2.8, CHOP inhibitor 31.2, PPC-1+TRAIL kill 13.8, Wee1 degr inh -0.5, Tb hexokinase -22.9, FXIa inh 1536 1.3, TNF death inh 0.3, FXIIa inh 13.2 and zVAD death inh -0.1.
Screening N#Cc1cc(-c2ccccc2)c[nH]c1=O returned PGE2 EP2 inh 8.3, CHOP inhibitor 13.5, PPC-1+TRAIL kill 7.4, Wee1 degr inh 6.1, Tb hexokinase -14.4, FXIa inh 1536 -12.5, TNF death inh -2.9, FXIIa inh 18.9 and zVAD death inh 0.0.
`NC(=S)N/N=C1/CCSc2ccc3ccccc3c21` gave PGE2 EP2 inh 2.8, CHOP inhibitor 75.4*, PPC-1+TRAIL kill 16.9, Wee1 degr inh -3.7, Tb hexokinase -2.1, FXIa inh 1536 1.8, TNF death inh -7.4, FXIIa inh 11.6 and zVAD death inh -1.2.
`CCCCCCCCCCS(=O)(=O)N/N=C/c1ccc(O)cc1` gave PGE2 EP2 inh 3.0, CHOP inhibitor 52.4, PPC-1+TRAIL kill 7.8, Wee1 degr inh -1.6, Tb hexokinase 4.0, FXIa inh 1536 0.8, TNF death inh 1.6, FXIIa inh 5.9 and zVAD death inh 1.2.
Screening CCOCc1nnc(NC(=O)c2cc(Cl)ccc2OC)s1 returned PGE2 EP2 inh 5.7&7.4, CHOP inhibitor -2.9, PPC-1+TRAIL kill 23.9, Wee1 degr inh -1.5, Tb hexokinase -19.0, FXIa inh 1536 0.4, TNF death inh -0.9, FXIIa inh 3.1 and zVAD death inh 0.1.
O=C(NCC1CCC(C(=O)O)CC1)c1cccnc1 (stereo not given) was read as PGE2 EP2 inh 2.4, CHOP inhibitor 27.3, PPC-1+TRAIL kill 8.4, Wee1 degr inh 2.3, Tb hexokinase -3.0, FXIa inh 1536 3.7, TNF death inh 0.0, FXIIa inh 26.4 and zVAD death inh 1.6.
For Cc1ccc2nc3c(cc(C(=O)NCC4CCCO4)c(=N)n3CCCOC(C)C)c(=O)n2c1 (stereo not given) the results were PGE2 EP2 inh 9.9, CHOP inhibitor -1.6, PPC-1+TRAIL kill -1.7, Wee1 degr inh 0.0, Tb hexokinase -1.4, FXIa inh 1536 -45.7, TNF death inh -2.0, FXIIa inh -64.2 and zVAD death inh -0.6.
CC(=O)Nc1nc(C)c(Oc2ccc(C)cc2)c(=O)[nH]1 was read as PGE2 EP2 inh 11.9, CHOP inhibitor 2.5, PPC-1+TRAIL kill 17.9, Wee1 degr inh -1.1, Tb hexokinase -14.8, FXIa inh 1536 6.6, TNF death inh 1.2, FXIIa inh 9.4 and zVAD death inh 0.4.
For CS(=O)(=O)N(CC(=O)NCCc1ccccc1)c1cccc([N+](=O)[O-])c1 the results were PGE2 EP2 inh 3.8, CHOP inhibitor 16.2, PPC-1+TRAIL kill 18.1, Wee1 degr inh 2.9, Tb hexokinase 7.1, FXIa inh 1536 1.6, TNF death inh 0.4, FXIIa inh 9.7 and zVAD death inh -0.6.
COCc1cc(C)nc(SCC(=O)Nc2ccccc2C)c1C#N was read as PGE2 EP2 inh 6.1, CHOP inhibitor 36.4, PPC-1+TRAIL kill -5.8, Wee1 degr inh -1.3, Tb hexokinase 7.6, FXIa inh 1536 6.4, TNF death inh -2.1, FXIIa inh 21.0 and zVAD death inh 0.1.
Screening COc1ccc(C(=O)CSc2nnc(CC(=O)Nc3ccccc3OC)n2C)cc1 returned PGE2 EP2 inh 9.2, CHOP inhibitor -6.9, PPC-1+TRAIL kill 7.0, Wee1 degr inh 0.2, Tb hexokinase -5.9, FXIa inh 1536 17.2, TNF death inh 2.6, FXIIa inh 5.3 and zVAD death inh 1.6.
Screening CC(=O)Nc1ccc(/C=N/NC(=O)c2cc3cc(C)ccc3nc2C)cc1 returned PGE2 EP2 inh 13.0, CHOP inhibitor 35.1, PPC-1+TRAIL kill 36.3, Wee1 degr inh -1.0, Tb hexokinase -21.6, FXIa inh 1536 -5.3, TNF death inh -7.2, FXIIa inh 5.8 and zVAD death inh 0.8.
Screening Clc1ccc(-c2nnc(-c3ccccc3)c(N3CCSCC3)n2)cc1 returned PGE2 EP2 inh 7.8, CHOP inhibitor 29.1, PPC-1+TRAIL kill 10.9, Wee1 degr inh -2.2, Tb hexokinase -5.3, FXIa inh 1536 2.0, TNF death inh -2.7, FXIIa inh 6.7 and zVAD death inh -0.1.
Screening COc1ccc(C(=O)NNC(=O)Nc2ccc(C)cc2)cc1 returned PGE2 EP2 inh 12.1, CHOP inhibitor -4.4, PPC-1+TRAIL kill 22.1, Wee1 degr inh -2.1, Tb hexokinase 0.2, FXIa inh 1536 17.4, TNF death inh -0.6, FXIIa inh 5.7 and zVAD death inh 0.7.
For COC(=O)c1cc2c(cc1[N+](=O)[O-])OCO2 the results were PGE2 EP2 inh 6.2, CHOP inhibitor 11.4, PPC-1+TRAIL kill -16.8, Wee1 degr inh -0.2, Tb hexokinase -11.4, FXIa inh 1536 -3.6, TNF death inh 0.5, FXIIa inh -2.4 and zVAD death inh 1.5.
CC1CN(c2ccc(C(F)(F)F)cc2[N+](=O)[O-])CCN1S(C)(=O)=O (stereo not given) was read as PGE2 EP2 inh 7.3, CHOP inhibitor 24.2, PPC-1+TRAIL kill 8.9, Wee1 degr inh 2.6, Tb hexokinase 22.2, FXIa inh 1536 4.1, TNF death inh 0.6, FXIIa inh 14.1 and zVAD death inh 1.1.
CC1CCCCN1Cc1nc2c(c(=O)n(C)c(=O)n2C)n1CCc1ccccc1 (stereo not given) was read as PGE2 EP2 inh 8.8, CHOP inhibitor 23.6, PPC-1+TRAIL kill 5.5, Wee1 degr inh -3.2, Tb hexokinase 1.4, FXIa inh 1536 7.9, TNF death inh -0.4, FXIIa inh 1.7 and zVAD death inh 0.3.
Screening CCc1ccc(C(=O)COC(=O)c2cnc(C)cn2)cc1 returned PGE2 EP2 inh 0.7, CHOP inhibitor -5.1, PPC-1+TRAIL kill 7.1, Wee1 degr inh 0.2, Tb hexokinase -1.2, FXIa inh 1536 -3.0, TNF death inh -0.1, FXIIa inh 3.7 and zVAD death inh 17.8.
`Cc1cc(C)n2nc(SCc3nnc(SCCCCl)o3)nc2n1` gave PGE2 EP2 inh 19.1, CHOP inhibitor 11.5, PPC-1+TRAIL kill 8.3, Wee1 degr inh -1.8, Tb hexokinase 3.6, FXIa inh 1536 16.8, TNF death inh -1.0, FXIIa inh 15.9 and zVAD death inh 0.0.
N=C(N)SCc1cccc2ccccc12 was read as PGE2 EP2 inh 9.9, CHOP inhibitor 35.6, PPC-1+TRAIL kill 17.4, Wee1 degr inh -1.4, Tb hexokinase 2.8, FXIa inh 1536 4.1, TNF death inh -4.7, FXIIa inh 17.4 and zVAD death inh 12.0.

2 records drawn at random from those above:
CC1CCCCN1Cc1nc2c(c(=O)n(C)c(=O)n2C)n1CCc1ccccc1 (stereo not given) was read as PGE2 EP2 inh 8.8, CHOP inhibitor 23.6, PPC-1+TRAIL kill 5.5, Wee1 degr inh -3.2, Tb hexokinase 1.4, FXIa inh 1536 7.9, TNF death inh -0.4, FXIIa inh 1.7 and zVAD death inh 0.3.
CC1CN(c2ccc(C(F)(F)F)cc2[N+](=O)[O-])CCN1S(C)(=O)=O (stereo not given) was read as PGE2 EP2 inh 7.3, CHOP inhibitor 24.2, PPC-1+TRAIL kill 8.9, Wee1 degr inh 2.6, Tb hexokinase 22.2, FXIa inh 1536 4.1, TNF death inh 0.6, FXIIa inh 14.1 and zVAD death inh 1.1.

Screening results: PubChem BioAssay, several laboratories

The list is partial, so the mix of outcomes need not match the whole.
